# RORA act – RORA (human) activation. P35398. CHO-K1 Gal4-RORA LBD luciferase reporter, luminescence; percent increase over mock-subtracted basal signal. activation, % at 10 µM. hit rate 1.5% among 65,000. AID 560;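 active = activation above the mean of all tested compounds plus 3 SD, cut at about 49% in these data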;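 also: 0% = DMSO-treated RORA cells and 100% = added signal equal to DMSO minus mock-transfected cells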
# Target sequence (P35398 whole entry, looked up, the tested form may be a part): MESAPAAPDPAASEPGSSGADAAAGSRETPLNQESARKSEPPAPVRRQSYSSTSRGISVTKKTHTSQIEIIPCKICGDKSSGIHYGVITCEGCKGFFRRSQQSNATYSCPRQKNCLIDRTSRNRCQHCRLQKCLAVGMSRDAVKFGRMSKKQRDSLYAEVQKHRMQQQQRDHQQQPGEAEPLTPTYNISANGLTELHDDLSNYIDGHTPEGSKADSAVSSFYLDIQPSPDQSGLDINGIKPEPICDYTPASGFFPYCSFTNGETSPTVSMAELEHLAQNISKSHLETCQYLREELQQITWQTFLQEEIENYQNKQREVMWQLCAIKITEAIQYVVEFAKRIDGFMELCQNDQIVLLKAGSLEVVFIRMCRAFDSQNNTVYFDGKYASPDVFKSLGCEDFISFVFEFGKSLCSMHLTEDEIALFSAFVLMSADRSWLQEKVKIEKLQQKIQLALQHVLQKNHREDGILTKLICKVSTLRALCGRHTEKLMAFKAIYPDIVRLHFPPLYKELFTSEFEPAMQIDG
# HTR1E antagonist – antagonists of human 5-HT1E serotonin receptor | inhibition, % at 6 µM | CHO 5-HT1E Ga15 NFAT-bla reporter, FRET, antagonist | hit rate 0.99% among 65,000;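 active = inhibition above a set limit, the mean inhibition across every tested compound plus 3 SD, cut at about 29% in these data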;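 also: signal is the 460 over 535 nm emission ratio of beta-lactamase substrate; 0% = agonist plus DMSO wells and 100% = wells without agonist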
# Ecoli tolC – blocks growth of E. coli BW25113 tolC mutant; OD615; hit rate 2.2% among 65,000; AID 573; growth inhibition, % at 10 µM (by protocol);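 active = growth inhibition at or above a cutoff equal to the mean over every tested compound plus 3 SD, cut at about 60% in these data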;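 also: growth measured after 20 h incubation at 37 °C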
#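 signal = optical density read at 615 nm | test system = E. coli ΔtolC::kan strain BW25113 | timing = 20 h compound exposure of bacteria at 37 °C | buffer or medium = LB medium plus 50 µg/mL kanamycin | compound dosing = 10 µM final, single dose | evaluation = % inhibition of E. coli growth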
# SF-1 act – activators of human nuclear receptor SF-1. Q13285. activation, % at 10 µM. CHO-K1 Gal4-SF-1 LBD luciferase reporter; % increase over DMSO SF-1-specific signal. hit rate 1.9% among 65,000;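 active = activation above the mean activation of all tested compounds plus 3 SD, cut at about 50% in these data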
# Target sequence (Q13285 whole entry, looked up, the tested form may be a part): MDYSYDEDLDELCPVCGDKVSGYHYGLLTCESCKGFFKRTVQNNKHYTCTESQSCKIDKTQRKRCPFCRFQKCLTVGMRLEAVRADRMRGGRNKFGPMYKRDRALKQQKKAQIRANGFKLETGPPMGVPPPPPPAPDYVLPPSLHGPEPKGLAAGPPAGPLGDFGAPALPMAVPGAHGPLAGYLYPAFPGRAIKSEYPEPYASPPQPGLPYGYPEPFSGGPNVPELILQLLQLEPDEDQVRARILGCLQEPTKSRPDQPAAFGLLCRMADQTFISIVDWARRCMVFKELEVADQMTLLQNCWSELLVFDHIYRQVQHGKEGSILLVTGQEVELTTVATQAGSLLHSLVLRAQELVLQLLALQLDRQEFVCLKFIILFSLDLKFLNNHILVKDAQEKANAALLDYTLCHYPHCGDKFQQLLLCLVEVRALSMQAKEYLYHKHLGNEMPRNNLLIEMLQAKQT
#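 Material: CHO-K1 cells with Gal4–hSF-1 LBD chimera plus Gal4-driven luciferase / Input: 4,000 CHO-K1 cells per well / Incubation: compound exposure 20 h at 37 °C / Signal: luminescence read 15 min after SteadyLite luciferase reagent, after room-temperature equilibration / Read-out: percent activation versus DMSO / Benchmarks: DMSO negative control and −SF1 background wells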
# HTR1A agonist – agonists of human 5-HT1a serotonin receptor | CHO 5-HT1a Ga15 NFAT-bla reporter, FRET ratio; 0% basal, 100% maximal reference agonist | AID 567 | P08908 | activation, % at 10 µM | hit rate 0.56% among 65,000;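 active = activation above the screen-wide mean activation plus 3 SD, cut at about 19% in these data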;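 also: 0% = DMSO wells and 100% = 5-CT at EC100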
# MMP13 inh – MMP13 (human) collagenase inhibition; P45452; MMP-13 fTHP FRET cleavage, Mca fluorescence; inhibition, % at 4 µM; hit rate 0.07% among 65,000;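 active = inhibition above the mean of compound-free control plate wells plus 3 SD, cut at about 14% in these data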;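 also: 0% = DMSO wells and 100% = wells with reference MMP-13 inhibitor after basal subtraction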
# 5HT1a antag – antagonists of human 5-HT1a serotonin receptor; CHO 5-HT1a Ga15 NFAT-bla reporter, antagonist mode; inhibition, % at 10 µM; hit rate 0.68% among 62,000; AID 612;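 active = inhibition above the mean of all tested compounds plus 3 SD, cut at about 43% in these data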;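 also: receptor stimulated by 5-CT agonist at 100 nM near EC80; beta-lactamase reporter measured by ratiometric fluorescence of a cleavable substrate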
# 5HT1E ag – agonists of human 5-HT1E serotonin receptor; P28566; CHO 5-HT1E Ga15 NFAT-bla reporter, FRET; 0% DMSO wells, 100% control agonist wells; activation, % at 6 µM; hit rate 0.69% among 65,000;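 active = activation above a set limit, the screen-wide mean activation plus 3 SD, cut at about 8.5% in these data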;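 also: 100% = positive control agonist at 1 µM giving full maximal response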
# NADH coupling – inhibitors of enzymes used to reach an NAD/NADH endpoint. hit rate 0.02% among 65,000. coupled PK/LDH NADH assays, four targets. IC50, µM (titrated, usually from 10 µM), for the others: at the highest dose inhibition;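 active = single-dose screening hits from any of four coupled enzyme assays that gave an IC50 when retested across doses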;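 also: the DPM-DC format reads NADH fluorescence rather than 340 nm absorbance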
# Active calls of the source: *; x = not tested or not shown; [ ] = dose if it differs, or a comment.
SMILES,RORA act,HTR1E antagonist,Ecoli tolC,SF-1 act,HTR1A agonist,MMP13 inh,5HT1a antag,5HT1E ag,NADH coupling
Cc1occc1-c1nnc(SCC(=O)NCCc2ccccc2)n1Cc1ccccc1,3,-1,28,-13,0.3,1,12,0.2,3%
Cc1ccc2cccc(NC(=O)c3ccc(Br)o3)c2n1,12,-7,0,-18,-0.3,0,0,-0.6,4%
COc1cc(OC)c(C2C(C#N)=C(N)Oc3cc(C)n(CCCN4CCOCC4)c(=O)c32)cc1OC (centres undefined),3,-14,-12,-2,-1.0,3,-14,-0.8,7%
Cc1ccc(C(C(=O)NC(C)(C)C)N(C(=O)c2csnn2)c2cccc(F)c2)o1 (centres undefined),15,6,10,-7,-3.2,-1,-13,2.4,2%
CCOC(=O)c1cnc(-n2nc(C)cc2C)nc1Nc1ccc2c(c1)OCO2,-1,2,48,-6,3.6,2,13,0.7,3%
CC1=C(C(=O)N2CCCCC2)C(c2cccs2)NC(=O)N1 (centres undefined),-17,9,-13,-12,-3.3,-3,0,-0.7,0%
CCCCC(=O)Nc1ccc2oc(-c3ccncc3)nc2c1,2,2,-2,17,1.5,-37,0,-0.1,4%[fluoresces]
O=C(O)c1c(F)c(F)c(F)c(F)c1-c1ccc(Cl)cc1,-5,8,1,14,-0.2,4,-7,-1.5,7%
O=C(CNC(=O)c1ccco1)OCC(=O)c1ccc2c(c1)CCCC2,-11,6,27,-12,7.7,-1,-3,0.3,6%
O=C(O)C1C2C=CC(C2)C1C(=O)Nc1ccc2c(c1)OCCO2 (centres undefined),-22,-12,-13,-3,-2.3,0,-19,0.4,4%
COc1ccc(OC)c(C(=O)CN2C(=O)NC(C)(c3ccccc3)C2=O)c1 (centres undefined),-2,-2,-7,2,161*,1,0,0.0,5%
CCCc1nc2oc3c(NCCOCCO)ncnc3c2c2c1COC(C)(C)C2,-12,30*,-21,-15,0.6,-154[fluorescence artefact?],7,-0.8,6%[fluoresces]
O=S(=O)(NC1CC1)c1cccc(S(=O)(=O)N2CCCC2)c1,-8,4,-1,-14,0.1,5,2,-0.2,7%
Cn1cnnc1SCc1ccccc1Br,-2,-9,-13,4,-0.8,1,-4,-0.3,3%
COc1ccc(CC(NC(C)=O)C(=O)NC2CCN(C(=O)NCc3ccccc3)CC2)cc1OC (centres undefined),13,4,-11,4,-1.0,-2,-12,-0.2,8%
C#CCOC(=O)CCCC(=O)Nc1ccccc1OC,-18,12,-10,4,-0.8,0,-1,0.7,6%
Cc1ccc(Nc2nc(C(=O)N3CCC(C(=O)N4CCN(C)CC4)CC3)cs2)cc1,-16,8,-2,15,-2.0,3,-13,0.9,2%
Cn1c(=O)oc2cc(S(=O)(=O)N3CCCC(C(=O)N4CCn5c4nc4ccccc45)C3)ccc21 (centres undefined),-6,7,-9,-9,-0.1,2,1,-0.5,4%
Cc1oc(C(C)(C)C)cc1C(=O)Nc1ccc(C(=O)O)cc1,40,11,27,29,-3.2,-29,-10,-0.1,10%
O=c1[nH]c(=O)n(CCOc2ccc(Cl)cc2)cc1Br,-3,2,-14,-12,0.7,0,-2,2.6,8%
COc1cc(NC(=O)C2CCCN2S(=O)(=O)c2ccc3c(c2)CCC(=O)N3)cc(OC)c1 (centres undefined),1,5,-18,-4,-2.9,-4,-10,-0.1,0%
Cc1[nH]nc2c1C(c1ccc(OC(=O)c3ccco3)cc1)C(C#N)=C(N)O2 (centres undefined),-17,-6,-17,-4,-1.9,1,1,-1.1,5%
O=c1c2ccccc2n(Cc2ccc(F)cc2)c(=O)n1C1CCCC1,-4,14,76*,6,-0.1,1,28,-0.5,4%
Fc1ccc(NCc2cn3ccccc3n2)cc1,20,-11,1,47,-3.5,1,-4,1.6,5%
CCCn1c(N)c(C(=O)CN2CCN(S(=O)(=O)c3cccs3)CC2)c(=O)[nH]c1=O,-9,2,5,4,-2.7,0,9,-0.8,4%
CCN(CC)CCN(Cc1cc2cc(C)ccc2[nH]c1=O)C(=O)Nc1ccccc1OC,-7,4,-13,-5,-2.9,-1,-9,-0.1,6%
c1ccc(-n2ncc3c(NCc4cccs4)ncnc32)cc1,30,20,-20,51*,-3.7,-5,20,0.4,3%
CC(C(=O)NCc1ccc2c(c1)OCO2)N1c2cccc3cccc(c23)S1(=O)=O (centres undefined),-6,3,8,1,-1.7,-11,-5,0.3,8%
C=CCN1C(=O)c2oc3ccccc3c(=O)c2C1c1ccc(O)c(OC)c1 (centres undefined),-15,10,-1,-9,1.6,3,-9,0.2,6%
CCC/C(O)=C1\C(=O)CC(C)(C)CC1=Nc1ccccc1OC,8,2,10,10,2.3,-1,1,0.1,5%
CCOc1cccc(NC(=O)C2CC(=O)N(C)C(=Nc3cccc(F)c3)S2)c1 (centres undefined),-13,4,88*,-25,-1.0,5,3,0.7,6%
O=C(O)Cn1cc(C(=O)c2cccs2)c2ccccc21,7,-4,-18,15,-2.7,-2,14,-0.1,1%
Cc1cc2ncn(-c3nnnn3-c3ccccc3)c2cc1C,-15,3,4,-12,-2.2,8,-8,-0.9,5%
O=C1NC(c2ccccc2)C(C(=O)c2cccs2)C(O)(C(F)(F)F)N1 (centres undefined),-22,3,-9,14,-1.1,3,-7,-0.9,5%
c1ccc(-n2c(-c3ccncc3)nnc2-c2ccco2)cc1,-3,10,-27,25,-1.7,-5,9,0.1,3%
COc1ccccc1N1CCN(S(=O)(=O)c2c(C)ccc3nsnc23)CC1,6,6,21,-12,3.1,0,7,-0.8,9%
Nn1c(SCc2ccccc2)nnc1-c1ccco1,7,-15,7,-22,1.4,5,3,0.7,6%
CCCn1cc(S(=O)(=O)CC(=O)Nc2ccc(OC)cc2OC)c2ccccc21,2,-5,14,-2,1.0,-5,2,-0.2,3%
Cc1cc(O)c2c(-c3ccccc3)cc(=O)oc2c1,-3,8,5,0,-0.2,4,-4,-0.2,7%
CC(=O)N1CN(Cc2ccccn2)Cc2c1sc1c2CCCC1,-2,-12,5,1,-0.2,-2,-1,0.0,4%
O=C(Nc1ccccc1)C1=C(N2CCOCC2)/C(=C/c2cccnc2)CC1,12,9,6,6,-2.3,1,5,0.9,9%
Cc1ccc(C)c(-c2nnc(OCC(=O)Nc3cc(C)on3)c3ccccc23)c1,-4,5,33,8,-1.9,-5,22,-0.1,6%
COc1ccc(C2C(C#N)=C(N)Oc3n[nH]c(-c4ccccn4)c32)c(OC)c1OC (centres undefined),9,10,-18,7,-2.7,0,-10,-1.3,7%
COc1ccc2c(c1OC)C(=O)N(c1ccccn1)C2,52*,1,-7,69*,-4.9,-40,1,-0.3,8%
c1ccc(-n2ncc3c(NCCN4CCCCC4)ncnc32)cc1,40,-2,-9,69*,1.1,-4,2,-0.6,3%
CC(C)(C)c1ccc(OCCn2ccccc2=O)cc1,39,1,7,67*,-0.6,-9,-14,0.1,8%
NC(=O)c1ccc(-n2nnnc2Oc2ccccc2C(=O)N2CCOCC2)cc1,19,-3,-19,-15,-0.9,2,-13,-0.3,7%
Nc1ccc(CCc2nc3ccccc3o2)cc1,-40,-2,12,-13,-1.7,0,-5,-0.2,8%
COc1ccc(OC)c(-c2cc(C(=O)Nc3c(C)nn(Cc4ccccc4C)c3C)no2)c1,-19,20,43,-2,6.6,-11,-15,0.8,6%
COc1ccc(C)cc1-n1nnnc1SCC(=O)NC(=O)NCc1ccco1,9,11,-4,13,-2.1,3,20,-0.3,3%
N#CCSc1nc2cc(C(=O)N3CCCC3)ccc2c(=O)n1Cc1ccccc1,-8,15,16,6,0.8,3,-12,1.1,7%
CCN(c1ccccc1)S(=O)(=O)c1cnc[nH]1,-8,-10,-22,8,-5.6,-15,-2,-0.5,6%
COc1cc(C(=O)Nc2nc3ccc(S(=O)(=O)N4CCOCC4)cc3s2)cc(OC)c1OC,-4,-7,19,8,3.0,-27,-8,0.1,7%
O=C(O)CN1C(=O)C2(OCCCO2)c2ccccc21,0,-14,-14,-12,-0.6,7,14,0.1,2%
O=C1c2ccccc2C(O)(c2ncc[nH]2)N1C1CCCCC1 (centres undefined),-3,3,-19,-14,0.2,0,3,0.6,4%
O=C(CSc1ccc2c(c1)OCCO2)Nc1ccc(Cl)cn1,-6,4,-2,-9,-1.4,3,7,-0.1,13%
O=C(CSc1nnc(-c2ccncc2)n1-c1ccc(F)cc1)NC(=O)NCc1ccco1,-14,5,5,9,-0.4,3,14,-0.5,3%
COC(=O)/C(C#N)=C1/SC=C(C)N1c1ccccc1,13,-1,-4,-7,-0.2,8,x,-0.8,3%
COc1ccc(NC(=O)N(CCO)Cc2cc3c(C)cc(C)cc3[nH]c2=O)cc1,0,15,0,2,-3.3,3,19,-0.5,4%
CCOc1cc(C2/C(=C(/O)c3ccc(OC(C)C)cc3)C(=O)C(=O)N2CCCOC)ccc1O (centres undefined),12,-3,-13,-3,-1.0,4,-10,-0.6,3%

# Among those listed so far, these contain a tert-butyl group.
SMILES,RORA act,HTR1E antagonist,Ecoli tolC,SF-1 act,HTR1A agonist,MMP13 inh,5HT1a antag,5HT1E ag,NADH coupling
Cc1ccc(C(C(=O)NC(C)(C)C)N(C(=O)c2csnn2)c2cccc(F)c2)o1 (centres undefined),15,6,10,-7,-3.2,-1,-13,2.4,2%
Cc1oc(C(C)(C)C)cc1C(=O)Nc1ccc(C(=O)O)cc1,40,11,27,29,-3.2,-29,-10,-0.1,10%
CC(C)(C)c1ccc(OCCn2ccccc2=O)cc1,39,1,7,67*,-0.6,-9,-14,0.1,8%

# The list goes on:
SMILES,RORA act,HTR1E antagonist,Ecoli tolC,SF-1 act,HTR1A agonist,MMP13 inh,5HT1a antag,5HT1E ag,NADH coupling
O=C(O)CCn1c(C2CCCCC2)nc2ccccc21,7,0,-4,-8,-2.3,4,2,-0.1,7%
O=C(/C(=N\O)n1cncn1)c1ccc(Br)cc1Br,-13,5,-1,-23,-0.5,6,-2,0.1,0%
Cc1ccc(CNC(=O)Nc2ccccc2)cc1,15,-19,1,47,-5.2,3,-2,-0.6,6%
Cc1ccc(-c2nn(C)c(=O)c3ccccc23)cc1CNS(C)(=O)=O,6,3,10,-10,0.2,-4,-14,0.2,2%
COC(=O)C1CN(S(=O)(=O)c2ccc(C)cc2)CCN1S(=O)(=O)c1ccc(C)cc1 (centres undefined),-18,0,9,22,-0.1,-2,6,-1.1,7%
O=C(O)CSc1nnc(Cn2cnc3ccccc32)n1CCc1ccccc1,-16,-1,-7,-13,-2.7,2,-1,0.0,4%
Cc1nnsc1-c1nc2ccccc2[nH]1,17,2,1,-5,0.7,-97[fluorescence artefact?],-1,0.2,9%[fluoresces]
COc1ccccc1-c1cc(C(=O)N2CCCCC2)no1,56*,-10,8,82*,1.5,-5,-7,1.0,4%
Cc1ccc(-n2ncc3c(=O)[nH]c(SCC(=O)N4CCOCC4)nc32)cc1,21,5,-16,-11,-0.1,-4,-2,0.6,3%
O=CN(CCN(C=O)CN1CCCCC1)CN1CCCCC1,-10,-4,-21,-7,-3.1,-9,-6,0.4,5%
CCOc1ccccc1NC(=O)N1C2CCCC1CC(NC(=O)C1CC1)C2 (centres undefined),6,6,-22,-5,0.7,2,5,0.3,4%

# Bioassay records: PubChem BioAssay, several laboratories
